Bioassay records deposited in PubChem by several laboratories.
NCOA3 inh: inhibits human SRC3 coactivator; Q9Y6Q9; HEK293 GAL4-SRC3 luciferase reporter, luminescence; inhibition, % at 3.6 µM; 360,000 compounds, 0.17% hits; AID 588352;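 active means inhibition above a per-campaign cutoff, the mean of all compounds plus 3 SD, cut at about 60% in these data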;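 further: 0% = DMSO-treated cells and 100% = gossypol-treated cells at 36 µM; higher means less SRC3-driven luciferase light from the GAL4 reporter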
CF NFkB block: cystic fibrosis NF-kB activation inhibition; KKLEB NF-kB-GFP reporter, PAF-induced, GFP fluorescence overnight; inhibition, % at 5 µM; 360,000 compounds, 0.86% hits;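 active means at least 50% inhibition at 5 µM, scaled per plate between neutral and stimulator controls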;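 further: PAF is a Pseudomonas aeruginosa culture filtrate used as stimulus; plate controls were PAF-stimulated DMSO wells for no effect and unstimulated DMSO wells for full effect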
TWEAK Fn14 block: TWEAK-Fn14 signaling inhibition | 360,000 compounds, 2% hits | inhibition, % at 10 µM | TWEAK-stimulated Fn14 reporter cells, luciferase luminescence, 8 h | AID 1159606; in the data active means inhibition above about 50%
TROY NFkB inh: TROY signaling inhibition. Q293 LMP1-TROYcd NF-kB luciferase reporter, 4 h. 360,000 compounds, 0.98% hits. inhibition, % at 10 µM;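 active means compounds whose plate-normalised and pattern-corrected inhibition of the luciferase reporter signal at the single screening dose is 50% or more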
KKLEB cytotox: CF airway cell cytotoxicity counter-screen. KKLEB CF airway cells viability, ATPlite luminescence, overnight; hits give low values; cells stimulated with P. aeruginosa culture filtrate. 360,000 compounds, 0.36% hits. activity change (cytotoxicity), % at 5 µM. AID 602141;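 active means corrected activity change at or below -50% at 5 µM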
NR2F2 inh: inhibitors of human COUP-TFII (NR2F2). P24468. HEK293T NGFI-A luciferase reporter, luminescence. 370,000 compounds, 0.7% hits. inhibition, % at 8.6 µM;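 active means inhibition above a per-plate cutoff, mean inhibition of test wells between control levels plus 3 SD, cut at about 38% in these data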;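 further: cells cotransfected with COUP-TFII expression vector driving the NGFI-A reporter; 0% = median of COUP-TF2 test wells and 100% = reporter-only cells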
SRC1 inh: inhibitors of human steroid receptor coactivator 1 (SRC1) | Q15788 | 360,000 compounds, 0.12% hits | inhibition, % at 3.6 µM | HEK293 GAL4-SRC1 luciferase reporter, luminescence;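 active means inhibition above the campaign mean plus 3 SD, with each screening campaign given its own cutoff, cut at about 60% in these data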;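 further: 0% = DMSO treated cells and 100% = gossypol at 36 µM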
Target sequence (Q15788 whole entry, looked up, the tested form may be a part): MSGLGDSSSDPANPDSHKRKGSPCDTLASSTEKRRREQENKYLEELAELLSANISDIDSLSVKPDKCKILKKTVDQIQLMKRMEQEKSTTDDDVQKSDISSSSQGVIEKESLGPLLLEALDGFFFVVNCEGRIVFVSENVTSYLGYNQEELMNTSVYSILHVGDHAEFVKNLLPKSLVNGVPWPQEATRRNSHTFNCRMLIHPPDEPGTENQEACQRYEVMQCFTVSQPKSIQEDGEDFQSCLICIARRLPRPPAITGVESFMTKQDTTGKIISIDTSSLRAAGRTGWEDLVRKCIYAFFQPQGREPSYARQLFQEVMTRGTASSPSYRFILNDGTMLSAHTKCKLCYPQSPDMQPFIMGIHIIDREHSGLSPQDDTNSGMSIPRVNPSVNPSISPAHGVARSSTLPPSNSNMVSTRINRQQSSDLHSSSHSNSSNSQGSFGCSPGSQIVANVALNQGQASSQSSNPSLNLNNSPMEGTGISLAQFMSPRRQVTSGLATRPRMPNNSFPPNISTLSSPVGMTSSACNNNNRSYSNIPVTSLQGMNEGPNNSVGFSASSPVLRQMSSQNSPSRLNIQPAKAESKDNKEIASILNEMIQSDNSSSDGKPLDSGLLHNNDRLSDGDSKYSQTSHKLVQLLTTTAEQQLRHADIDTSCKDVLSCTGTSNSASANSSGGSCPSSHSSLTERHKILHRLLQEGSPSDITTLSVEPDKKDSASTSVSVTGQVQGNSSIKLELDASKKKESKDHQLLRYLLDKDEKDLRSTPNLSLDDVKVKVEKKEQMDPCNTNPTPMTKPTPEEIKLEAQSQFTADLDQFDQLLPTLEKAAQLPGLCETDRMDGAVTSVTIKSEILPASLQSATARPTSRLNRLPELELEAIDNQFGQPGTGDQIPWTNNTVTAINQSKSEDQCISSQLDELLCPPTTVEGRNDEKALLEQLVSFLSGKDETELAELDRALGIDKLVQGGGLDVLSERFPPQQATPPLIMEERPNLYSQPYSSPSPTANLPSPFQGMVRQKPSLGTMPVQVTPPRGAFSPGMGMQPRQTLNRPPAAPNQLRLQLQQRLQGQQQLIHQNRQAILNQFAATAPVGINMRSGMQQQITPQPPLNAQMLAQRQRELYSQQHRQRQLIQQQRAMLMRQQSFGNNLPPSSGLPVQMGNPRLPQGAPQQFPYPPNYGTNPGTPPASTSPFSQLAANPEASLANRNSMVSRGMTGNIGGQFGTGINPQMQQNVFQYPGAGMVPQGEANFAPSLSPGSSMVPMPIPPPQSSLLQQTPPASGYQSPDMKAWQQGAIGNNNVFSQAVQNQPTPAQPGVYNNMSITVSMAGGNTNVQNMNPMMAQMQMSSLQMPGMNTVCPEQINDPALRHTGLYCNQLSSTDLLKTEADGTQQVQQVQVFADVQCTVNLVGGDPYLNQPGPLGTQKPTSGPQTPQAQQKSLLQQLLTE
LRH-1 inv ag: NR5A2 inverse agonism in reporter assay; O00482; HEK293T StAR-luciferase reporter, LRH-1 transfected, 24 h; inhibition, % at 3.6 µM; 360,000 compounds, 0.13% hits; AID 602396;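 active means inhibition above the mean inhibition of all tested compounds plus 3 SD, cut at about 73% in these data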;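 further: 0% = DMSO wells and 100% = reporter-only cells lacking LRH-1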
C8 TRAIL sens: caspase-8 TRAIL sensitization; NB7+C8 cells + TRAIL, ATPlite viability luminescence; AID 624354; 360,000 compounds, 1% hits; inhibition (viability loss, TRAIL sensitization), % at 10 µM;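 active means compounds causing at least 50% loss of cell viability in the single-dose screen, relative to plate controls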
LMP1 NFkB inh: reduces LMP1-driven NF-kappaB luciferase signal; LMP1-induced NF-kappaB luciferase reporter cells, luminescence; inhibition, % at 12.5 µM; 350,000 compounds, 0.69% hits; in the data active means inhibition above about 41%;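 further: 0% = neutral control wells and 100% = reference inhibitor control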
Shn3 inh set2: Schnurri-3 reporter inhibition in Clone20 osteoblasts | inhibition, % at 12.5 µM | Clone20 osteoblast Shn3 3'UTR firefly luciferase, 24 h | 360,000 compounds, 0.52% hits;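 active means mean inhibition of at least 75% with every replicate also reaching 75%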;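 further: 0% = median of neutral control wells and 100% = pilot-screen positive control compound; some compounds past the cut are filed as inactive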
* hit, by the source's call; . = no result given; & = joins results of further samples. This is a subset; rates above refer to the full screens.

SMILES	NCOA3 inh	CF NFkB block	TWEAK Fn14 block	TROY NFkB inh	KKLEB cytotox	NR2F2 inh	SRC1 inh	LRH-1 inv ag	C8 TRAIL sens	LMP1 NFkB inh	Shn3 inh set2
COc1ccc(-c2cc(C(=O)NCCCN3CCOCC3)no2)cc1	-15	13	8	4	1	16	-18	19	-15	-6	3
Cc1ccc2nc(-c3ccc(Br)cc3)cc(C(=O)NCC3CCCO3)c2c1 (stereo unspecified)	-11	-60	-31	-19	0	-16	-2	-18	23	-18	-17
O=S(=O)(c1ccc2ccccc2c1)N1CCN(C2CCN(Cc3ccccc3)CC2)CC1	3	11	11	16	-15	22	-4	14	3	-4	17
CCOc1ccc2[nH]c(=O)c(CN(Cc3ccc(F)cc3)C(=O)c3ccco3)cc2c1	-1	7	17	12	-10	4	-1	8	4	0	23
Cc1nc(-c2noc(-c3cccc(Cl)c3)n2)c(C(F)(F)F)o1	4	-1	-16	-11	3	9	8	-2	1	1	-16
O=C(NC(=O)N1CCN(c2ccc([N+](=O)[O-])cn2)CC1)c1ccccc1F	12	-3	8	2	10	-1	3	-4	1	-3	12
Cc1c(NS(=O)(=O)c2ccccc2)c(=O)n(-c2ccccc2)n1C	-2	4	3	-8	8	6	-6	-6	11	5	-6
O=C(c1cc(Cl)nc2ccccc12)N1CCCCC1	15	6	12	-2	-1	16	5	11	-17	6	-7
CCN1CCc2c(sc(NC(=S)NC(=O)c3ccco3)c2C(N)=O)C1	5	1	-9	-45	1	-31	-33	0	2	.	-2
Nc1nnc(SC2CC(=O)N(c3ccccc3)C2=O)s1 (stereo unspecified)	6	-4	-1	4	-16	2	-18	7	-6	12	-5
COc1ccc2c(c1)C(C)=CC(C)(C)N2C(=O)CNCc1ccc2c(c1)OCO2	5	-28	2	5	-9	8	11	-7	17	8	44
O=C(NNc1ccccc1C(F)(F)F)c1cccs1	-10	-5	-2	0	3	-4	-38	6	5	-12	7
O=C(c1cccc(F)c1)N1CCCC(C(=O)N2CCCCCC2)C1 (stereo unspecified)	3	-3	18	-13	14	-2	-15	-7	4	-11	5
COc1cccc(N=Nc2ccc(O)c3ncccc23)c1	-15	100*	52*	-28	-81*	-9	-28	-35	10	69*	80
O=C(CSc1ccccc1)N1CCN(c2ccccc2)CC1	-12	1	-3	-26	-1	-12	-31	-30	21	-13	5
O=C(c1cccs1)N(CCN1CCCCC1)CC1CCCN(C2CCCC2)C1 (stereo unspecified)	-47	-9	-29	-41	-2	-18	-36	-28	-9	-18	-71
Cc1cc(N2O[C@H]3C=C[C@@H]2C3)no1	-6	-1	1	-7	19	-5	-9	8	8	3	-24
CCOCCCNC(=O)c1ccc2c(c1)ncn2-c1ccccc1OC	2	-4	5	6	8	6	4	8	-26	5	7
COCCn1c(N)c(N(Cc2ccccc2)C(=O)c2oc3ccccc3c2C)c(=O)[nH]c1=O	9	-8	13	-1	1	12	-2	7	6	-1	-2
N#CCC(=N)N1CCN(c2ccc(F)cc2)CC1	5	-37	-52	11	-2	15	-1	-17	-12	-3	-20
CCC(C)NC(=O)CSc1nnc(-c2ccoc2C)n1CC1CCCO1 (stereo unspecified)	-43	5	3	22	0	-14	-2	-10	11	-15	3
COCCNC(=O)C(c1cccc(OC)c1)N(C(=O)Cn1nnc2ccccc21)c1cccnc1 (stereo unspecified)	22	5	0	-2	6	-6	2	6	-9	-2	8
Cc1cccc(C(C)C)c1NC(=O)COC(=O)CN1C(=O)C2CC=CCC2C1=O (stereo unspecified)	13	4	-13	14	-24	23	-11	5	-11	-5	-1
CN(CC(=O)Nc1cccc(F)c1)C(=O)/C=C/c1cn(Cc2ccccc2)nc1-c1cccnc1	1	-7	-4	2	0	7	-20	9	3	-6	19
CN(C)c1c([N+](=O)[O-])cc(N2C(=O)C=CC2=O)cc1[N+](=O)[O-]	-4	-13	6	19	10	.	-4	3	-14	-1	35
CCc1ccc(C(=O)NNc2ccc(F)cc2)cc1	15	15	-20	-6	-7	-10	16	-2	29	-20	7
CC1(C)CC(NC(=O)COc2ccc(Cl)cc2Cl)CC(C)(C)N1	2	-2	-5	6	-9	20	1	0	-4	9	-2
COc1cc(OC)c2ccc(=O)oc2c1	11	-39	-15	-6	8	-12	1	15	0	-2	-4
Cc1cc(C)n(C(=O)CNC(=O)c2ccc(C(C)(C)C)cc2)n1	-23	-2	-23	-51	12	-1	-27	-27	-5	4	-26
Cc1ccsc1CN(C)C(=O)C1CCC(=O)N(CCc2cccc(F)c2)C1 (stereo unspecified)	-19	6	-20	-64	-3	-15	-46	-66	8	-16	-67
O=c1oc(-c2ccc(Br)o2)nc2ccccc12	-24	2	19	-47	1	-12	-27	-27	11	-14	-2
O=C(Nc1ccccc1F)c1cc(-c2ccco2)nc2ccccc12	-3	-8	12	-3	-23	16	-16	2	3	2	-18
COc1ccc(C2(C(=O)Nc3ccccc3)CCOCC2)cc1	12	-10	67*	2	5	0	-8	13	5	5	-15
CCOc1cc(C(C(=O)NCC2CCCO2)N(C(=O)Cn2nnc3ccccc32)c2ccc(C(C)=O)cc2)ccc1O (stereo unspecified)	-11	7	18	11	-2	-13	7	-26	10	-1	-7
COc1cc(NC(=O)C2CC2)c(C(=O)O)cc1OC	-18	3	-15	0	-3	-2	6	-4	-3	-9	0
Cc1ccnc(NC(=O)Nc2cccc(F)c2)c1	-92	-8	66*	-19	13	-12	-108	-111	20	-9	-51
CC1(C(=O)NS(=O)(=O)C2CC2)CCN(C(=O)c2ccc3c(c2)OCO3)C1 (stereo unspecified)	-16	-14	11	6	17	7	-4	8	0	.	11
O=C(NCCc1ccco1)C(=O)NCC1CCCN1S(=O)(=O)c1ccccc1 (stereo unspecified)	4	4	2	14	-5	-1	9	27	14	-11	4
COc1cccc(CN2CCC2(C)C(=O)Nc2cccc(Oc3ccccc3)c2)c1OC (stereo unspecified)	-22	0	28	13	-1	15	4	-14	5	.	26
COc1cc(SC)ccc1C(=O)N1CCN(c2ccccc2OC)CC1	8	44	23	1	-26	-14	-5	21	-15	3	0

Entries of single compounds, quoted from the list. Order of screens: NCOA3 inh	CF NFkB block	TWEAK Fn14 block	TROY NFkB inh	KKLEB cytotox	NR2F2 inh	SRC1 inh	LRH-1 inv ag	C8 TRAIL sens	LMP1 NFkB inh	Shn3 inh set2
Entry for `Cc1ccnc(NC(=O)Nc2cccc(F)c2)c1` = -92	-8	66*	-19	13	-12	-108	-111	20	-9	-51
Entry for `Cc1cc(C)n(C(=O)CNC(=O)c2ccc(C(C)(C)C)cc2)n1` = -23	-2	-23	-51	12	-1	-27	-27	-5	4	-26

Filtered by structure: the entries above containing a thiophene ring, fused or not.
SMILES	NCOA3 inh	CF NFkB block	TWEAK Fn14 block	TROY NFkB inh	KKLEB cytotox	NR2F2 inh	SRC1 inh	LRH-1 inv ag	C8 TRAIL sens	LMP1 NFkB inh	Shn3 inh set2
CCN1CCc2c(sc(NC(=S)NC(=O)c3ccco3)c2C(N)=O)C1	5	1	-9	-45	1	-31	-33	0	2	.	-2
O=C(NNc1ccccc1C(F)(F)F)c1cccs1	-10	-5	-2	0	3	-4	-38	6	5	-12	7
O=C(c1cccs1)N(CCN1CCCCC1)CC1CCCN(C2CCCC2)C1 (stereo unspecified)	-47	-9	-29	-41	-2	-18	-36	-28	-9	-18	-71
Cc1ccsc1CN(C)C(=O)C1CCC(=O)N(CCc2cccc(F)c2)C1 (stereo unspecified)	-19	6	-20	-64	-3	-15	-46	-66	8	-16	-67

Additional structures:
SMILES	NCOA3 inh	CF NFkB block	TWEAK Fn14 block	TROY NFkB inh	KKLEB cytotox	NR2F2 inh	SRC1 inh	LRH-1 inv ag	C8 TRAIL sens	LMP1 NFkB inh	Shn3 inh set2
Cc1ccc(S(=O)(=O)NCCSc2nnnn2-c2ccc(C(N)=O)cc2)cc1	-7	-20	-3	3	-1	2	-46	7	-10	-7	10
Fc1ccc(C(c2nnnn2Cc2cccs2)N2CCN(c3ccccc3)CC2)cc1 (stereo unspecified)	6	10	-18	5	14	4	7	-21	7	0	20
Cn1cc([N+](=O)[O-])c(C(=O)NCc2cc3cc(Cl)ccc3[nH]2)n1	2	-22	-1	7	-3	4	-3	-12	-23	-4	-11
CSC1=NCCN1C(=O)c1ccc2c(c1)OCO2	15	-1	6	-26	-4	9	7	0	-9	-15	-22
COc1ccc(C2CC(c3cccs3)=NN2c2nc(-c3ccccc3)cs2)cc1OC (stereo unspecified)	-16	-8	-7	-28	2	-37	-6	-4	-6	-2	12
CCC(=O)N1c2ccc(S(=O)(=O)N3CCN(c4cc(C)ccc4C)CC3)cc2CC1C (stereo unspecified)	7	0	19	35	-6	-18	17	-2	11	8	-11
COc1ccc(C)cc1NC(=O)C(OC(=O)c1ccc([N+](=O)[O-])o1)c1ccccc1 (stereo unspecified)	3	22	21	-6	-5	8	-9	17	-8	-10	-1
C/C(N)=C(/C#N)C(=O)CSc1nnc(Nc2cccc(C)c2)s1	-95&-92	13&6	-21&-20	-48&-38	-12&7	-40	-50&-54	-48&-79	13&7	-32	-43&-16
C=CCn1c(Cc2cccs2)nnc1SCC(=O)c1cccc(Br)c1	-14	7	-1	2	4	21	15	4	4	2	7
CCCCNC(=S)N(CCN(CC)CC)Cc1cc2cc3c(cc2[nH]c1=O)OCCO3	-5	-2	5	12	4	-4	-13	18	3	-3	23
O=C(Nc1ccn(Cc2c(F)c(F)cc(F)c2F)n1)c1ccc(COc2cc(Cl)ccc2Cl)o1	6	41	24	-9	-42	-5	10	-1	18	0	10
COc1ccc(C(=O)OCCN2C(=O)c3ccccc3C2=O)cc1OC	8	-15	-44	-5	5	-14	1	-12	4	4	1
C#CCOCCOCCOCCNc1nc(N2CCN(C(=O)[C@H](CCCCN)n3cc([C@@H](N)C(C)CC)nn3)CC2)nc(N2CCN(C(=O)[C@H](Cc3cc4ccccc4[nH]3)n3cc([C@@H](N)CC(C)C)nn3)CC2)n1 (stereo partly specified)	5	-6	6	-6	19	.	-14	6	-11	-5	-13
